BRCA1 expr up – qHTS Assay to Identify Small Molecule Activators of BRCA1 Expression | MCF7-BRCA1-FFLuc reporter, luminescence, 48 h; response scale: scaled: vehicle 0%, 10 µM genistein 100% | Potency, µM (top dose mostly 46.1 µM), for inactives: at the highest dose activation, actives largely listed as activators | hit rate 1.1% among 380,000; note: potency is the fitted concentration of half-maximal effect; nearly all actives have a fitted effect of over 80% in size; some results filed as inactive show a strong effect at the top dose
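MCF7 cells carrying a BRCA1-firefly luciferase reporter (2000 cells/well, phenol-red free MEM) were attached for 2 h at 37 °C, then given compounds for 48 h. Luminescence was read 15 min after luciferase reagent; activity normalized to genistein (10 microM) and DMSO.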
TRPV1 agonist – HTS Assay for Compounds that Act as Agonists of the Vanilloid Receptor 1 | TRPV1-expressing cells, Fluo-8 calcium influx, agonist mode | activation, % at 8.33 µM | hit rate 0.19% among 320,000 | AID 540275, 2011; in the data active = activation above about 80%; inconclusive = between about 30% and that limit; note: 0% is about no effect
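TRPV1-expressing cells were cultured overnight at 35.5C and loaded with Fluo-8 calcium dye for 40 to 90 min at room temperature. After a 10 s baseline, compound was added and calcium influx was read kinetically for 3 min (ex 480/em 520 nm).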
ELG1 DNA repair – qHTS screen for small molecules that inhibit ELG1-dependent DNA repair in human embryonic kidney (HEK293T) cells expressing luciferase-tagged ELG1 | Potency, µM (top dose mostly 46.1 µM), inactives show top-dose activity change, negative = inhibition, most hits filed as inhibitors | HEK293T ELG1-luciferase reporter, luminescence, 16 h; DNA damage induced by 5-fluorouridine | hit rate 2.3% among 330,000 | AID 504467, 2011; note: potency is the fitted concentration of half-maximal effect; % is set by controls: 0 for no effect and ±100 for the full control effect; nearly all actives have a fitted effect of over 55% in size
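Quantitative HTS, concentration-response format. 2,000 cells/well co-treated with 5-fluorouridine and compound, 16 hr in 5% CO2 at 37 °C; ONE-Glo luminescence read after 30 min.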
A-T KAP1 phos – qHTS Assay for Identifying a Potential Treatment of Ataxia-Telangiectasia; […] A-T fibroblasts, KAP-1 phosphorylation AlphaLISA; neocarzinostatin DNA damage 30 min before lysis; Potency, µM (doses to about 57.5 µM), for inactives: top-dose activation, most hits filed as activators; hit rate 0.19% among 320,000; AID 485349, 2010; note: potency is the fitted concentration of half-maximal effect; % of control where 0% means no effect; nearly all actives have a fitted effect of over 45% in size
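hTERT-immortalized A-T patient fibroblasts ([…]), 500 cells/well in OPTI-MEM, 1% FBS, got compounds for 60 min, then NCS for 30 min at 37C. Lysates were then assayed for phospho-KAP-1 by AlphaLISA (anti-pKAP1 donor, anti-KAP1 acceptor beads), 6 hr at 25C.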
Integrin act MD – qHTS for Activators of Integrin-Mediated Alleviation for Muscular Dystrophy; hit rate 0.064% among 350,000; alpha7betagal myoblasts, beta-gal FDG fluorescence, 48 h; Potency, µM (doses to about 38.3 µM), without a hit: top-dose activation, usual class: activators;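 note: potency is the fitted concentration of half-maximal effect; 100% = response of the positive control SU9516; nearly all actives have a fitted effect of over 60% in size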
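alpha7betagal+/- myoblasts (passage 13, 250/well) treated 48 h at 37C with compounds at 1:260 dilution of DMSO stock. Lysed, then beta-galactosidase activity read as FDG fluorescence (ex 480/em 540) after 30 min, with pre-read for autofluorescence.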
p53 reactivator – qHTS assay for re-activators of p53 using a Luc reporter; hit rate 0.063% among 320,000; Potency, µM (top dose mostly 92.2 µM), for inactives: at the top dose activity change, positive = activation, actives largely listed as activators; H1299 p53-A138V BP100-luciferase reporter, luminescence, 24 h; note: potency is the fitted concentration of half-maximal effect; % of control where 0% means no effect; nearly all actives have a fitted effect of over 45% in size
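p53-null H1299 cells stably carrying temperature-sensitive p53-A138V and a BP100-luciferase reporter were pinned with compounds (4-point, 1:5 series) and held 24 hrs at 37 deg C. Luminescence was read 10 min after detection reagent.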
B2AR arrestin – qHTS assay of beta-arrestin-biased ligands of beta2-adrenergic receptor; beta-arrestin recruitment to beta2AR, cell-based reporter; Potency, µM (highest dose often 46.1 µM), for the others: at the top dose activation, hits mostly activators; hit rate 0.02% among 330,000; AID 492947, 2010;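 note: potency is the fitted concentration of half-maximal effect; 0% = DMSO controls and full agonism = EC100 isoproterenol or metaproterenol; nearly all actives have a fitted effect of over 65% in size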
Target sequence (P07550 whole entry, looked up): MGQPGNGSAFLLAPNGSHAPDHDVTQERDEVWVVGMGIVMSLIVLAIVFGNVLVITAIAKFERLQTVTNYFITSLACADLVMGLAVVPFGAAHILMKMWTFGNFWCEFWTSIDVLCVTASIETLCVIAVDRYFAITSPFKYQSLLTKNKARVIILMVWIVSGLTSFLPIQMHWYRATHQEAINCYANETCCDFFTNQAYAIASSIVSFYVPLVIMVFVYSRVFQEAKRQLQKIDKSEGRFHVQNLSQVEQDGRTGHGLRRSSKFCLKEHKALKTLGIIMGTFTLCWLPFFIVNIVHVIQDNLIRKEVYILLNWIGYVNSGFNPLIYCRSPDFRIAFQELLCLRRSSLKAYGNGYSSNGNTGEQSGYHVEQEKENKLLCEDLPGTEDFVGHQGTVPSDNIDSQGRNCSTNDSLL
PTAP TSG101 blk – qHTS Assay for Iinhibitors of HIV-1 Budding by Blocking the Interaction of PTAP/TSG101. AID 493005, 2010. 340,000 tested, under 10 active. Fluorescence polarization, FITC-PTAP peptide / Tsg101 binding. Potency, µM (top dose mostly 115 µM), inactives show at the highest dose activity change, negative = inhibition, hits mostly inhibitors; active = well fitted inhibition curve with a large enough effect in the main read-out, with a control signal flat, not every such curve was filed as active; inconclusive = small, poorly fitted or top-dose-only effect, or effect the other way, or a change in a side signal; inactive = no such curve, though single readings can be large or run the other way; note: potency is the fitted concentration of half-maximal effect; % of control where 0% means no effect
Target sequence (Q99816 whole entry, looked up): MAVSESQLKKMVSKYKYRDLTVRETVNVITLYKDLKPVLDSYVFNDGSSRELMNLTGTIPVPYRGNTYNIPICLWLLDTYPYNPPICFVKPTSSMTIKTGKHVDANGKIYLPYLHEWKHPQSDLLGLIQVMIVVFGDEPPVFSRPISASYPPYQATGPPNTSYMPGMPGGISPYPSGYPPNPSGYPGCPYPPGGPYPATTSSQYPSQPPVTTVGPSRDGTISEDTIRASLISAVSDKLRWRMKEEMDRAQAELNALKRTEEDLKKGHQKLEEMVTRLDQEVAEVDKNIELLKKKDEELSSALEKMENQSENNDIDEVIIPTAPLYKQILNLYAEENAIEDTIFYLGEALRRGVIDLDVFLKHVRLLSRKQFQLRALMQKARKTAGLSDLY
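FP read-out: FITC-PTAP peptide, 50 nM final, binding Tsg101 binding domain, 10 uM final; 20 min, r.t.; 10 mM HEPES pH 7.5, 0.15 M NaCl, 0.01% Tween 20, 3 mM EDTA, 0.1 mM TCEP.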
TCR activator – Activators of T cell receptors: qHTS campaign; primary human leukocytes, anti-CD3, IL-2 HTRF, 48 h; AID 504894, 2011; Potency, µM (doses to about 9.22 µM), for the others: at the top dose activation of IL-2 secretion, actives largely listed as activators; 330,000 tested, under 10 active; note: % of control where 0% means no effect
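1) Mix primary human leukocytes, a-CD3 beads and compound. 2) Incubate 48 hr. 3) Add HTRF IL-2 reagents (a-IL-2-K, a-IL-2-d2).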
CXXC DNA block – qHTS Fluorescence Polarization Assay for Inhibitors of MLL CXXC domain - DNA interaction; Potency, µM (titrated, usually from 115 µM), without a hit: at the top dose activity change, negative = inhibition, usual class: inhibitors; hit rate 0.037% among 290,000; MLL-CXXC / FITC-HOXA9 DNA fluorescence polarization; active = well fitted inhibition curve with a large enough effect in the polarisation, with a control signal flat, not every such curve was filed as active; inconclusive = small, poorly fitted or top-dose-only effect, or effect the other way, or a change in a side signal; inactive = no such curve, though single readings can be large or run the other way; the % refers to the polarisation; note: potency is the fitted concentration of half-maximal effect
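Steps: dispense CXXC domain solution (7 uM) → pin compounds or unlabeled HOX-A9 DNA control → 5 min ambient → add FLSN-HOX-A9 solution (50 nM) → spin → 30 min ambient → fluorescence polarization. Tris pH 7.5/NaCl/DTT/BSA buffer.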
Starred values were filed as active, the others as inactive; u = inconclusive; x = not tested or not shown; [ ] = another dose, or the depositor's remark. Unless noted, calls come from the whole dose curve; as a rule, active = well fitted curve in the direction sought with a large enough effect; inconclusive = small, poorly fitted or top-dose-only effect, or another doubt; inactive = no such curve, though single readings can be large; an effect the other way counts as inactive or inconclusive.

nr	molecule	TRPV1 agonist	ELG1 DNA repair	PTAP TSG101 blk	CXXC DNA block	Integrin act MD	B2AR arrestin	BRCA1 expr up	TCR activator	p53 reactivator	A-T KAP1 phos
1	C=C[C@@H]1c2cc(C)ccc2N(S(=O)(=O)c2ccc(C)cc2)[C@H](c2ccccc2)C1(C#N)S(=O)(=O)c1ccccc1 (stereo partly specified)	x	u	-2%	x	1%	0.1%	-6%	0%	4%	-8%
2	NC(=O)CC(NC(=O)Cc1cccc2ccccc12)c1ccc(N2CCc3ccccc3C2)c([N+](=O)[O-])c1 (stereo unspecified)	-1	u	1%	-19%	9%	0.0%	-49%	-6%	-11%	-36%
3	COc1ccc2oc(C(=O)OCC(=O)N3C(C)CCCC3C)c(C)c2c1 (stereo unspecified)	8	u	-2%	3%	17%	2.1%	65%	-5%	17%	13%
4	CC(C)(C)OC(=O)NNC1CC(=O)N(c2ccccc2F)C1=O (stereo unspecified)	-3	-9%	-5%	4%	-2%	0.6%	12%	1%	10%	1%
5	CC1CCN(c2nc3c(c(=O)[nH]c(=O)n3C)n2CCSc2ncccn2)CC1	x	x	5%	x	6%	x	0%	5%	x	x
6	C=CCN(CC=C)S(=O)(=O)c1ccc(NC(=O)COc2ccccc2OC)cc1	2	u	-2%	14%	-12%	-0.1%	1%	2%[46.1 µM]	12%	-4%
7	O=C1CSC(c2ccccc2)N1Cc1ccccn1 (stereo unspecified)	-3	-1%	0%	5%	5%	0.3%	-4%	-3%	x	1%
8	O=C1c2ccccc2C(O)N1Cc1ccco1 (stereo unspecified)	-1	5%	-7%	-3%	20%	-0.8%	-12%	-3%	1%	6%
9	CCCc1c(NC(=O)Nc2ccc(F)cc2)cnn1-c1ccccc1	u	-2%	0%	-4%	8%	-0.4%	74%	16%	u	-8%
10	CC(C)(C)C(C(=O)Oc1ccccc1)c1ccccc1 (stereo unspecified)	6	u	-6%	x	0%	-0.9%	-8%	6%	6%	u
11	COC(=O)c1sc(NC(=O)c2ccc3c(c2)OCO3)c(C#N)c1C	x	x	3%	x	-17%	x	11%	2%	x	x
12	CCSc1ccc2nnc(-c3cccc(F)c3)n2n1	7	21µM*	-5%	-7%	-23%	0.2%	-29%	0%	-13%	-15%
13	Cc1cccc2cncc(OCc3nnc(SC(F)F)n3C)c12	1	u	-2%	1%	6%	0.1%	5%	-6%	-1%	3%
14	CCCC(=O)Nc1nn(C)c2nc3ccc(C)cc3cc12	4	1%	-6%	21%	15%	0.3%	6%	0%	1%	11%
15	COc1ccc(NC(=O)CCCC(=O)OCC(=O)c2cccc(OC)c2)cc1	u	29%	-3%	4%	u	-0.1%	15%	1%	5%	5%

nr	molecule	TRPV1 agonist	ELG1 DNA repair	PTAP TSG101 blk	CXXC DNA block	Integrin act MD	B2AR arrestin	BRCA1 expr up	TCR activator	p53 reactivator	A-T KAP1 phos
16	Cc1nn(-c2ccccc2)c2sc(C(=O)N(CC(=O)NC(C)(C)C)Cc3ccco3)cc12	u	u	-7%	13%	-22%	0.2%	-41%	-12%	-13%	-4%
17	COc1cccc(C(=O)C[n+]2ccccc2/C=N/O)c1	-1	13%	-2%	2%	u	-0.5%	4%	1%[46.1 µM]	u	1%
18	Cc1ccc(NC2=NC3(CCCCC3)N=C(N)N2)c(C)c1	0	-3%	-10%	14%	-8%	0.3%	-90%	-2%	-1%	2%
19	O=C(COC(=O)CCc1nc2ccccc2c(=O)[nH]1)Nc1ccc2c(c1)OCO2	x	-4%	-1%	1%	24%	0.1%	-9%	-5%	-1%	-1%
20	S=c1[nH]nc(Nc2cccc3ccccc23)s1	-6	26%	-2%	-8%	-12%	-0.6%	-3%	9%	-2%	-12%
21	CCC1(c2ccccc2)NC(=O)N(CC(=O)Nc2ccc(OC)nc2)C1=O (stereo unspecified)	2	-18%	u	u	-29%	-0.2%	-6%	x	6%	6%
22	CCn1c(NC(=O)/C=C/c2ccc(F)cc2)nc2ccccc21	7	u	-6%	16%	0%	0.0%	-29%	-1%	11%	6%
23	Cc1ccc(S(=O)(=O)NC2CCCCC2)cc1	-1	1%	-3%	x	x	0.3%	-5%	-2%	-1%	-3%
24	Cc1ccc(N(Cc2ccccc2F)S(C)(=O)=O)cc1C	0	-27%	-4%	2%	5%	0.0%	-17%	-2%	-2%	x
25	COc1ccc(NC(=S)N2N=CCC2c2ccccc2)cc1 (stereo unspecified)	0	u	-5%	-4%	-16%	0.1%	u	-1%	u	0%
26	O=C(CNc1cc(S(=O)(=O)N2CCOCC2)ccc1NCC1CCCO1)Nc1ccccc1F (stereo unspecified)	14	u	0%	2%	26%	0.1%	-21%	0%	6%	8%
27	O=C(CCSCCC(=O)N1CCCC1)N1CCCC1	-4	16%	-4%	1%	5%	-0.5%	-2%	2%	4%	-9%
28	CN(c1ccccc1)C(c1ccc(F)cc1)c1nnnn1C1CCCC1 (stereo unspecified)	14	6%	-4%	-4%	-13%	0.2%	-30%	4%	-4%	-1%
29	CC1CC(=O)Nc2ccccc2N1C(=O)Nc1ccc(F)cc1F (stereo unspecified)	0	10%	-3%	-7%	6%	0.1%	26%	-22%	7%	-2%
30	Cc1ccc(C2(C)NC(=O)N(CC(=O)NNC(=O)c3ccoc3C)C2=O)cc1 (stereo unspecified)	-3	3%	-5%	x	7%	0.2%	-6%	3%	-1%	11%

nr	molecule	TRPV1 agonist	ELG1 DNA repair	PTAP TSG101 blk	CXXC DNA block	Integrin act MD	B2AR arrestin	BRCA1 expr up	TCR activator	p53 reactivator	A-T KAP1 phos
31	CCn1cc(SCC(=O)Nc2cc(C)on2)c2ccccc21	10	0%	-10%	-3%	4%	0.6%	-5%	2%[46.1 µM]	3%	2%
32	CCOc1ccc(-c2nnn(CC(=O)Nc3ccccc3OC)n2)cc1OCC	17	19%	-1%	99%[activator]	0%	0.3%	-3%	3%	-5%	2%
33	CN(C)C(CNC(=O)CCc1nc2sc3c(c2c(=O)[nH]1)CCCC3)c1ccccc1 (stereo unspecified)	-4	10%	-1%	x	15%	-0.2%	-20%	3%	-5%	4%
34	CCCN1CCC(=O)N([C@H](CSc2ccc(OC)cc2)CC(C)C)CC1	7	u	x	-3%	-20%	-0.6%	0%	13%	9%	-13%
35	Cc1ccc(S(=O)(=O)/N=C2\C=C(NS(=O)(=O)c3ccccc3)C(=O)c3ccccc32)c(C)c1	x	x	-3%	x	12%	x	-10%	-1%	x	x
36	O=C(CNC(=O)c1ccccc1)OCCOc1cccc(Cl)c1	29	u	-1%	x	6%	0.5%	-23%	-1%	-1%	5%
37	O=S(=O)(c1ccc(Cl)cc1Br)N1CCCCC1	11	5%	-8%	3%	2%[7.66 µM]	0.0%	-4%	3%	-4%	3%
38	Cc1cccc(C2Nc3ccccc3C(=O)N2c2ccccc2)n1 (stereo unspecified)	-1	7%	0%	5%	24%	0.4%	-2%	2%	-3%	12%
39	CC(C)OCCCN1CN(S(=O)(=O)c2cccs2)c2nc3ccccc3nc21	24	u	0%	-11%	7%	-0.6%	62%	-11%	1%	-2%
40	C=CCN1C(=O)c2ccc(C(=O)N(C)CC(=O)Nc3ccccc3C(F)(F)F)cc2C1=O	4	25%	0%	29%	u	-0.2%	13%	4%	15%	0%

Screens deposited in PubChem BioAssay by National Center for Advancing Translational Sciences (NCATS).
